CHRM5 agonist: CHRM5 agonism in calcium assay; 0.19% of 360,000 active; activation, % at 3 µM; AID 624037; CHO-K1 hM5 cells, Fluo-8 calcium fluorescence; 0% DMSO wells, 100% maximal acetylcholine response;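 active means activation above the run's mean over test compounds plus 3 SD, cut at about 23% in these data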;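 further: signal is peak over basal fluorescence ratio across the kinetic read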
Target sequence (P08912 whole entry, looked up): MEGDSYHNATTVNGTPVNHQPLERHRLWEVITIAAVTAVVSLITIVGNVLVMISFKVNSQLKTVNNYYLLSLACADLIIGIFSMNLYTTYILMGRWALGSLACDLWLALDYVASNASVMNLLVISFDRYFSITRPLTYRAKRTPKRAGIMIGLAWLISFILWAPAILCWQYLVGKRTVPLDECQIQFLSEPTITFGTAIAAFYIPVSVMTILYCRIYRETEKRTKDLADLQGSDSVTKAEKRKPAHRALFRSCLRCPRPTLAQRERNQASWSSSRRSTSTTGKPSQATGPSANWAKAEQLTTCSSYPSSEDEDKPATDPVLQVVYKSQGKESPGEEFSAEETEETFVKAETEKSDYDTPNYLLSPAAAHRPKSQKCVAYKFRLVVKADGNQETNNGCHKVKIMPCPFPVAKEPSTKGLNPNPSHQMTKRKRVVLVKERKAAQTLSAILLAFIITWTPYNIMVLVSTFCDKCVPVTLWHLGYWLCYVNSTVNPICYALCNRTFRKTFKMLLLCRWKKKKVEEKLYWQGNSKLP
M1 ag: human M1 muscarinic receptor agonism; 0.33% of 360,000 active; CHO-K1 hM1, Fluo-8 calcium fluorescence, agonist mode; 0% DMSO, 100% acetylcholine EC100; P11229; activation, % at 3 µM; AID 588814;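 active means activation above the run's mean compound activation plus 3 SD, cut at about 16% in these data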;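 further: peak over basal fluorescence ratio within a 140 s kinetic read after compound addition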
Target sequence (P11229 whole entry, looked up): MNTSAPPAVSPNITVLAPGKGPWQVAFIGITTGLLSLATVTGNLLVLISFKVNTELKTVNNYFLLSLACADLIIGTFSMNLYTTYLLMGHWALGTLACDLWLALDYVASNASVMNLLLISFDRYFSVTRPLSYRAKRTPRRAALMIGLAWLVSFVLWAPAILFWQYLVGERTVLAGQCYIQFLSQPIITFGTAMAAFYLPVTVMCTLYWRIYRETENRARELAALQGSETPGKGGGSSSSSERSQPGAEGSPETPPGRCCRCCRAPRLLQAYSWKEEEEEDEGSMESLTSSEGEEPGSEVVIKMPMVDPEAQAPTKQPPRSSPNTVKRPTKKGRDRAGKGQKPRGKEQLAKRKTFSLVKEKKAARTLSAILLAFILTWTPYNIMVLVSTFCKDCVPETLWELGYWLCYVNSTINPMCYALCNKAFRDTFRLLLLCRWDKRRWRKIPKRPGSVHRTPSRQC
M5 antag: antagonists of human muscarinic M5 receptor (CHRM5). inhibition, % at 3 µM. 0.59% of 360,000 active. AID 624040. CHO-hM5 cells, Fluo-8 calcium fluorescence, ACh EC80. P08912;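 active means inhibition above a per-plate cutoff, the mean of that plate's test compounds plus 3 SD, cut at about 27% in these data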;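 further: 0% = acetylcholine EC80 with DMSO and 100% = DMSO without agonist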
M1 PAM: potentiates human M1 receptor response to acetylcholine | P11229 | CHO-K1 hM1, Fluo-8 calcium fluorescence, ACh EC20; 0% = ACh EC20, 100% = maximal ACh | activation, % at 3 µM | 0.088% of 360,000 active; in the data active means activation above about 19%, passing the limit was not always enough
M4 ag: agonists of human muscarinic M4 receptor (CHRM4); 0.14% of 360,000 active; CHO-K1 hM4/Gqi5, Fluo-8 calcium fluorescence; vehicle 0%, full acetylcholine response 100%; P08173; activation, % at 3 µM;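 active means activation above the run mean over all test wells plus 3 SD, cut at about 32% in these data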;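 further: peak over basal fluorescence ratio per well then scaled between controls; 0% = DMSO wells and 100% = acetylcholine at EC100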
CHRM4 antagonist: CHRM4 antagonism in calcium assay. P08173. AID 624125. inhibition, % at 3 µM. 0.73% of 360,000 active. CHO-hM4 cells, ACh EC80, Fluo-8 calcium fluorescence;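 active means inhibition above its plate's cutoff, the mean inhibition of sample wells plus 3 SD, cut at about 27% in these data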;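 further: 0% = acetylcholine EC80 with DMSO and 100% = DMSO without agonist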
TAAR1 agonist: human TAAR1 agonism; Q96RJ0; CHO RD-HGA16 TAAR1, Fluo-8 calcium fluorescence; vehicle wells 0%, saturating PEA agonist 100%; activation, % at 3 µM; 0.99% of 360,000 active;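 active means activation above the mean activation of all test compounds in the run plus 3 SD, cut at about 38% in these data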
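System: CHO RD-HGA16 cells carrying human TAAR1 plus Gα16; Incubation: 17-24 h seeding, 75 min 37 °C dye, 30 min RT; Measured by: Fluo-8 fluorescence, 5 s baseline then 140 s kinetic read; Control set: DMSO and PEA EC100; Replication: single well for each compound.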
CHRM1 antagonist: blocks human M1 muscarinic receptor | 1.3% of 360,000 active | AID 588852 | P11229 | inhibition, % at 3 µM | CHO-K1 hM1, Fluo-8 calcium fluorescence, ACh EC80 antagonist;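 active means percent inhibition above its own plate's cutoff, namely the mean of that plate's compound wells plus 3 SD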;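 further: peak over basal fluorescence ratio during 140 s after agonist addition; 0% = ACh EC80 plus DMSO and 100% = DMSO alone without agonist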
CHRM5 PAM: CHRM5 positive allosteric modulation. CHO-K1 hM5, Fluo-8 calcium, ACh EC20 PAM; 0% = ACh EC20, 100% = ACh EC100. P08912. 0.3% of 360,000 active. activation, % at 3 µM. AID 624038;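 active means activation above the run cutoff, the mean activation of all test compounds plus 3 SD, cut at about 18% in these data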
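Test system: CHO-K1 hM5 cells / Doses: single-point, 3 µM nominal / Times: Post-acetylcholine fluorescence recording 140 s / Technique: Fluo-8 calcium fluorescence / Measure: Max/basal fluorescence ratio as % of EC20–EC100 ACh window / Benchmarks: low control EC20 acetylcholine (0%), high control EC100 acetylcholine (100%) / Replicates: one well per compound, no replicates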
Numbers without * were called inactive; x = no result given.

Compound,CHRM5 agonist,M1 ag,M5 antag,M1 PAM,M4 ag,CHRM4 antagonist,TAAR1 agonist,CHRM1 antagonist,CHRM5 PAM
O=C(NC1CC1)C1=C[C@@H](c2coc3ccccc3c2=O)C[C@@H](OCc2ccc(CO)cc2)O1,-1,-6,10,4,5,-3,5,-2,-6
CC(=O)Oc1ccc2nc(/C=C/c3ccc(C=O)cc3)oc(=O)c2c1,5,-1,-1,4,-1,6,0,-4,2
CC(C)c1nnc(NC(=O)CCCCCN2C(=O)C3C4C=CC(C4)C3C2=O)s1 (stereo unspecified),2,3,6,11,3,-41,1,-19,-9
Cc1ccc(-c2csc(NC(=O)c3c(C)noc3C)n2)cc1,0,0,4,7,4,-6,6,5,-2
NC(=O)COc1ccc(C2c3c(oc4ccccc4c3=O)C(=O)N2CC2CCCO2)cc1 (stereo unspecified),2,-1,-6,4,0,-3,5,1,0
CC(Oc1ccc(Br)cc1)C(=O)N1CCN(c2ccccn2)CC1 (stereo unspecified),0,0,1,9,8,-9,0,-11,-6
COC(=O)c1c(NC(=O)CSc2nnc3ccccn23)sc2c1CCC2,-6,-8,5,10,-1,-8,2,-12,-4
COc1cc(NC(=O)c2ccc(=O)[nH]n2)cc(OC)c1OC,-2,-2,0,10,2,-5,0,-9,4
C/C(CC(=O)Nc1ccccc1F)=N\NC(=O)Cc1ccc(Cl)cc1,-2,-10,1,3,0,5,1,1,-2
Cc1nc(SCc2nc3c(C)cccc3[nH]2)c2oc3ccccc3c2n1,-6,-9,10,3,3,1,10,-2,0
CN(C[C@H](c1ccccc1)N(C[C@H](Cc1ccccc1)N(CCc1ccccc1)N=O)N=O)N=O,-1,-2,12,2,4,-3,22,-2,-7
CSC(=NC#N)N1CCN(c2ccccn2)CC1,-1,-8,8,3,4,-3,7,-4,-7
C=Cn1cc(CNC[C@H]2O[C@@H](n3ccc(N)nc3=O)[C@H](O)[C@@H]2O)c(C)n1,1,1,-1,5,1,-7,0,-2,-2
N#Cc1ccccc1NC(=O)Nc1cccs1,-2,-1,2,0,2,0,1,7,13
CCN(C(=O)C1CCN(c2nc(-c3ccc(OC)cc3)no2)CC1)c1ccccc1,0,-6,0,-5,13,-7,2,-4,-5

Other entries:
Compound,CHRM5 agonist,M1 ag,M5 antag,M1 PAM,M4 ag,CHRM4 antagonist,TAAR1 agonist,CHRM1 antagonist,CHRM5 PAM
CNc1cncc(-c2cnn(CC(C)C)c2)n1,0,-3,-4,3,1,-9,3,-4,0
COc1ccc(S(=O)(=O)c2c(O)c3ccc(C(=O)Nc4ccc(F)cc4)cc3[nH]c2=O)cc1,-4,0,4,14,0,-7,1,-17,2
COC(=O)C1=C(C)N(Cc2ccccc2)C(=S)N[C@H]1c1ccc(Br)cc1,-5,-5,6,-7,0,13,8,6,-17
Cc1cc2nc(-c3ccc(SCc4ccccc4C#N)nc3)[nH]c2cc1C,-1,-5,4,-11,8,3,6,12,-10
O=C(c1cccs1)N1C[C@@H](n2cc(C3CC3)nn2)[C@H](O)C[C@@H]1c1ccccc1,1,-2,15,2,2,-6,3,-2,-7
CN(C)/C(=N\OC(=O)c1ccccc1)c1nonc1N,-1,-5,4,6,1,-1,0,-5,-5
COc1cc(CN2C[C@@H](CO)O[C@@H](n3cnc4c(NC(C)C)ncnc43)C2)cc(OC)c1OC,1,1,3,3,0,12,2,-12,-1
Cc1ccc(-c2nnc3sc(CCc4ccccc4)nn23)cc1,2,-2,-3,3,0,-1,11,-1,4
CCn1c(C)nnc1SCC(=O)NC1CCCC1,-3,-4,6,5,1,-5,1,-9,3
COc1ccc(-c2csc(NC(=O)CN3C(=O)C4CC=CCC4C3=O)n2)cc1OC (stereo unspecified),-1,1,29*,-2,9,8,12,5,-13
CCN(CCCNC(=O)CCCOc1cc(=O)n(C)c2ccccc12)Cc1ccccc1,-4,-12,6,1,6,-7,7,-9,-5
COC(=O)[C@]12CCCCC=C1N(Cc1ccc(Cl)cc1Cl)C(=O)[C@H](CC(=O)NCc1ccc(OC)c(OC)c1)C2,1,x,-1,x,4,5,0,x,-6
COc1cc(C(=O)Nc2cc(C(F)(F)F)ccc2-n2cncn2)cc(OC)c1OC,0,-5,16,2,2,0,4,-7,-3
COc1ccc(NC(=O)C23CCC(C2)C(C)(C)C3=O)cc1 (stereo unspecified),-6,-5,1,9,1,-6,5,-7,-2
O=C(Nc1cccc(Cl)c1)c1cc(F)cc2c1OCOC2,-2,-3,1,8,1,-5,0,-8,7

Pulled by compound from the entries so far, 3 records:
Compound,CHRM5 agonist,M1 ag,M5 antag,M1 PAM,M4 ag,CHRM4 antagonist,TAAR1 agonist,CHRM1 antagonist,CHRM5 PAM
N#Cc1ccccc1NC(=O)Nc1cccs1,-2,-1,2,0,2,0,1,7,13
O=C(NC1CC1)C1=C[C@@H](c2coc3ccccc3c2=O)C[C@@H](OCc2ccc(CO)cc2)O1,-1,-6,10,4,5,-3,5,-2,-6
Cc1nc(SCc2nc3c(C)cccc3[nH]2)c2oc3ccccc3c2n1,-6,-9,10,3,3,1,10,-2,0

The list goes on:
Compound,CHRM5 agonist,M1 ag,M5 antag,M1 PAM,M4 ag,CHRM4 antagonist,TAAR1 agonist,CHRM1 antagonist,CHRM5 PAM
N/C(=N\S(=O)(=O)c1cc(C(F)(F)F)cc(C(F)(F)F)c1)c1ccccc1,-4,-2,5,4,0,-2,1,-1,1
Cc1ccc(N(C(=O)c2csnn2)C(C(=O)NC2CCCCC2)c2cccnc2)cc1 (stereo unspecified),-3,-1,13,8,0,7,1,-16,-2
CN1CCN(C(=O)c2cc3ccccc3[nH]2)CC1,-1,-10,1,1,0,-5,-1,-2,9
COc1cc(/C=C/C(=O)O)cc(S(=O)(=O)Nc2cccc(SC)c2)c1OC,-1,-5,6,0,0,4,5,-2,4
Cc1ccc2c(c1)nnn2C1CCN(S(=O)(=O)c2cccc(S(=O)(=O)N(C)C)c2)CC1,6,3,22,-12,27,17,19,37*,-20
NS(=O)(=O)c1cccc(NC(=O)CC2(CC(=O)O)CCCC2)c1,0,-2,0,15,0,-2,0,-14,-3
COc1cccc(NC(=O)C2C3C=CC(O3)C2C(=O)O)c1 (stereo unspecified),3,-2,1,7,0,-3,3,-9,6
N#Cc1ccccc1OCC(=O)OCCCOC(=O)COc1ccccc1C#N,-4,-2,27*,1,8,-10,4,0,-11
Cc1cc(Cl)c(OCCn2ccnc2)c(Br)c1,-22,-8,9,-14,1,-5,1,15,-3
Cc1ccc(NC(=O)C2CCN(S(=O)(=O)c3cccs3)CC2)c(O)c1,3,2,5,3,11,1,1,-10,-2
COc1ccc(/C=N/NC(=O)c2nnn(-c3nonc3N)c2CN(C)C2CCCCC2)cc1,-4,-2,-17,7,0,-4,2,-14,9
COc1ccc(NC(=O)N(CCCN(C)C)Cc2cc3cc(OC)ccc3[nH]c2=O)cc1,0,-10,-3,1,5,14,3,-4,-3
O=C1c2ccccc2C(=O)N1CCCn1nnc(-c2ccc(N3CCOCC3)cc2)n1,2,-4,5,-8,2,18,14,6,-3
CCOC(=O)c1c(NC(=O)c2ccncc2)sc(C)c1C,2,-3,-1,6,0,6,-2,-6,2
COc1ccc(/C(O)=C2/C(=O)C(=O)N(CCN(C)C)C2c2cccnc2)cc1C (stereo unspecified),4,-4,1,5,1,-2,6,-6,2

Later entries:
Compound,CHRM5 agonist,M1 ag,M5 antag,M1 PAM,M4 ag,CHRM4 antagonist,TAAR1 agonist,CHRM1 antagonist,CHRM5 PAM
NCCNC(=O)c1c(O)c2cccc3c2n(c1=O)CCC3,2,-4,5,-6,0,14,6,16,-2
N#C/C(=C\c1ccc(OC(=O)c2ccccn2)cc1)C(N)=O,-1,-5,-3,6,0,4,5,-12,4
COc1cc(C(=O)NCCCNc2nc3cc(C)cc(C)c3cc2C#N)cc(OC)c1OC,-6,3,3,8,1,-1,4,-6,8
C=CCN1C(=O)C(O)(CC(=O)c2ccc(OC)cc2OC)c2cc(Br)ccc21 (stereo unspecified),-10,-9,-4,1,7,-7,12,-17,4
COc1ccc(Nc2nc(N)nc(CSc3n[nH]c(-c4ccccc4)n3)n2)cc1,-1,0,-5,-2,9,-6,17,2,-15
CCC(=O)c1c[nH]c(C(=O)NCc2cccnc2)c1,1,-1,-12,-5,0,-1,6,17,4
CCOC(=O)CC(NC(=O)C1c2ccccc2Oc2ccccc21)c1ccc(C)cc1 (stereo unspecified),-3,0,-8,8,-2,-5,2,-10,4
CC(NC(=O)c1ccco1)C(=O)NC(C)c1cc(F)c(Cl)cc1Cl (stereo unspecified),-1,-2,0,3,1,3,-1,4,4
CC(CCc1ccccc1)NC(=O)N1CCOCC1 (stereo unspecified),-4,-9,6,7,0,-4,2,-3,1
COc1cccc(C2=NOC(C(=O)NCc3ccco3)C2)c1 (stereo unspecified),3,0,1,-4,1,0,1,8,-5
O=c1c2ccccc2nc(-c2ccc(Cl)cc2Cl)n1CCCn1ccnc1,-11,-9,3,9,0,-2,-1,-24,-7
CC(N)c1csc(NC(=O)Nc2cccc(C(F)(F)F)c2)n1 (stereo unspecified),0,-4,0,-5,2,10,3,6,-2
N#Cc1ccc(OCC(=O)OCC(=O)Nc2cc(C(F)(F)F)ccc2N2CCOCC2)cc1,-4,-5,-5,1,1,4,-1,7,-6
Cc1ccc(CS(=O)Cc2ccc(C(=O)N3CCN(c4ccccn4)CC3)o2)cc1 (stereo unspecified),1,1,-2,-6,15,-8,11,7,-10
CCOC(=O)C1CCCN(C(=O)C(=O)Nc2ccc3nc4n(c(=O)c3c2)CCCCC4)C1 (stereo unspecified),2,-3,7,9,11,-10,2,-18,-8

New compounds follow
Compound,CHRM5 agonist,M1 ag,M5 antag,M1 PAM,M4 ag,CHRM4 antagonist,TAAR1 agonist,CHRM1 antagonist,CHRM5 PAM
COc1ccccc1NC(=O)N(C)C[C@@H]1OCc2cn(nn2)CCCC(=O)N([C@H](C)CO)C[C@H]1C,0,-2,-4,0,0,1,0,-8,3
O=C1CC(N2CCc3ccccc32)C(=O)N1c1ccc(F)cc1 (stereo unspecified),0,-1,-4,10,4,-14,0,-11,4
CCCCN(C(=O)c1cccc(-n2cccc2)c1)c1c(N)n(Cc2ccccc2)c(=O)[nH]c1=O,2,0,1,1,1,3,0,5,1
Cc1c(C(=O)/C=C/c2cccs2)oc2ccc(F)cc12,-4,-3,-7,0,0,-4,11,-30,1
CCSc1ncc(Cl)c(C(=O)Nc2ccccc2Cl)n1,-3,-3,5,16,8,-12,4,-17,-6
Cc1ccccc1CC(=O)N1CCC(CCC(=O)NC2CC2)CC1,0,-1,2,5,1,-6,3,-7,1
CN(CC(=O)Nc1ccc(N2CCOCC2)cc1)C(=O)CSc1ccccc1F,0,-4,4,5,5,-17,12,-5,4
c1ccc(Cn2nnc3c(N4CCc5ccccc5C4)ncnc32)cc1,0,-4,0,4,0,7,5,-3,5
CC(=O)N1CCc2cc(S(=O)(=O)NCCC(=O)N3CCN(Cc4ccccc4)CC3)ccc21,1,-4,-6,10,6,-3,7,-14,-4
Cc1ccc(S(=O)(=O)N2CC(O)C[C@H]2C(=O)OCC(=O)Nc2ccc(N3CCOCC3)cc2)cc1C (stereo partly specified),4,-2,-1,4,1,-12,1,-3,1

Some of the compounds tested; rates above refer to the full screens.
